# From PubChem
# 5HT1E ag: activates the human 5-HT1E serotonin receptor | CHO 5-HT1E Ga15 NFAT-bla reporter, FRET; 0% DMSO wells, 100% control agonist wells | activation, % at 6 µM | actives 0.69% (n = 65,000);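 active = activation above a set limit, the screen-wide mean activation plus 3 SD, cut at about 8.5% in these data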;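 note: 100% = positive control agonist at 1 µM giving full maximal response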
# Abs 340nm: compound absorbs light at 340 nm. fold change at 10 µM. AID 708. 65,000 tested, under 10 active. compound absorbance at 340 nm, fold over control;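 active = at 10 µM dose, initial 340 nm absorbance at least 2 fold that of control wells; inactive = change under 2 fold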;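 note: initial absorbance extrapolated from kinetic A340 decline of NADH oxidation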
# S1P3 agonist: activates the human S1P3 receptor. Q99500. actives 0.1% (n = 60,000). S1P3 NFAT-BLA reporter cells, agonism, FRET ratio; relative to 1 µM S1P, basal subtracted. activation, % at 4.5 µM. AID 373;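 active = activation above the screen-wide mean plus 3 SD, cut at about 4.5% in these data, passing the limit was not always enough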; note: some compounds called inactive have numbers as strong as hits
# Target sequence (Q99500 whole entry, looked up): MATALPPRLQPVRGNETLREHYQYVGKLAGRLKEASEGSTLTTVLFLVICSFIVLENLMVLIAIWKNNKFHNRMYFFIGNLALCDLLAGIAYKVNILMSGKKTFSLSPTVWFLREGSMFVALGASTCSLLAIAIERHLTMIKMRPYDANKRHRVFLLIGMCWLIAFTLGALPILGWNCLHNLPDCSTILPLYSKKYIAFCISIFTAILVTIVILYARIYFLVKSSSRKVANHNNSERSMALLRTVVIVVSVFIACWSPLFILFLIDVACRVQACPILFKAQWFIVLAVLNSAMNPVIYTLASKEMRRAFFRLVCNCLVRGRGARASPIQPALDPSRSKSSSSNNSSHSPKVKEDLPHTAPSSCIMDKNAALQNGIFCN
#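 Benchmarks: high control 1 µM S1P / System: stable CHO line with human S1P3, Gα16, NFAT-BLA reporter / Dosing: single compound concentration, 4.5 µM final / Timing: 4 h compound at 37 °C, 2 h substrate at RT / Measured by: FRET β-lactamase substrate fluorescence, excitation 405 nm, 460/535 nm emission ratio, background-subtracted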
# Autofluor 339: intrinsic fluorescence of library compounds, ex339/em460 – biochemical, MLSMR library, data from DPM-DC assay, artefact control, profiling panel; fluorescence fold increase at 10 µM; AID 709; compound autofluorescence, ex339/em460 nm, NADH buffer; active compounds read high; 1 = no-compound wells, NADH background; actives 5.5% (n = 65,000);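 active = at 10 µM, mean starting fluorescence two-fold or more over control wells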;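 note: signal is the first read of a kinetic run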
# S1P1 ag-PAM: S1P1 (human) agonism or agonism potentiation; P21453; AID 449; S1P1 CRE-bla cells, forskolin, beta-lactamase FRET, potentiator mode; S1P1 agonist co-added at EC20, 2 nM; 100% = saturating reference agonist, 0% = basal; actives 0.57% (n = 56,000); activation, % at 9.5 µM;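 active = activation above a cutoff set at the mean activation of all tested compounds plus 3 SD, cut at about 54% in these data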;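 note: forskolin at 4 µM as EC80 and the EC20 agonist is SEW2871; 100% = SEW2871 at its EC100 plus forskolin at EC80; some compounds past the cut are filed as inactive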
# Target sequence (P21453 whole entry, looked up): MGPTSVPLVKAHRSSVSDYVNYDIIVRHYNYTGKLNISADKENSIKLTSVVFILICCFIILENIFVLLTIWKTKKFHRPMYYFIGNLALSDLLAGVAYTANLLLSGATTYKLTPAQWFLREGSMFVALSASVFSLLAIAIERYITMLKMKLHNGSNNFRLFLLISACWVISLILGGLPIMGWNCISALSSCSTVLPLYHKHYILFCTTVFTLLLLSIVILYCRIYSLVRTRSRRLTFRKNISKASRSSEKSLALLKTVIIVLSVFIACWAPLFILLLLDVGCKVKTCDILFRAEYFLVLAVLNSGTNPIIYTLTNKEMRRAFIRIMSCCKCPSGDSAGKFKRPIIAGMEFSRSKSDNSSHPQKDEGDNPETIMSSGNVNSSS
# HER2 expr 66K: lowers expression of human Her2 kinase; P04626; SKBR-3 HER2 protein level, AlphaScreen, 18-24 h; active compounds read low; HER2 level % of control, % at 10 µM; actives 0.69% (n = 65,000); AID 645;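 active = HER2 level under 5% of the carrier-only control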;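 note: 100% = DMSO carrier and 0% = 500 nM PU-H71 HSP90 inhibitor; lower value means stronger loss of Her2 protein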
# MMP13 inh: blocks human MMP13 activity | MMP-13 fTHP FRET cleavage, Mca fluorescence | inhibition, % at 4 µM | actives 0.07% (n = 65,000) | AID 570;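 active = inhibition above the mean of compound-free control plate wells plus 3 SD, cut at about 14% in these data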;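 note: 0% = DMSO wells and 100% = wells with reference MMP-13 inhibitor after basal subtraction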
# 5-HT1A blocker: 5-HT1a (human) receptor antagonism; AID 612; inhibition, % at 10 µM; CHO 5-HT1a Ga15 NFAT-bla reporter, antagonist mode; P08908; actives 0.68% (n = 62,000);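 active = inhibition above the mean of all tested compounds plus 3 SD, cut at about 43% in these data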;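 note: receptor stimulated by 5-CT agonist at 100 nM near EC80; beta-lactamase reporter measured by ratiometric fluorescence of a cleavable substrate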
# 5HT1E antag: blocks the human 5-HT1E serotonin receptor | actives 0.99% (n = 65,000) | P28566 | CHO 5-HT1E Ga15 NFAT-bla reporter, FRET, antagonist | inhibition, % at 6 µM | AID 571;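 active = inhibition above a set limit, the mean inhibition across every tested compound plus 3 SD, cut at about 29% in these data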;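 note: signal is the 460 over 535 nm emission ratio of beta-lactamase substrate; 0% = agonist plus DMSO wells and 100% = wells without agonist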
# Starred values were filed as active, the others as inactive; . = not tested or not shown; [ ] = remark or other dose. An unsorted share of the library, and some 8.5% of all compounds hit somewhere here.
SMILES,5HT1E ag,Abs 340nm,S1P3 agonist,Autofluor 339,S1P1 ag-PAM,HER2 expr 66K,MMP13 inh,5-HT1A blocker,5HT1E antag
CN(C)S(=O)(=O)N(CC(=O)N1CCOCC1)c1ccccc1,0.3,1,0.9,1.1,-4,95,-4,7,-3
O=C(NCc1ccccc1)c1cc(-n2cnnc2)ccc1Cl,-0.3,1,0.3,1.1,-3,104,0,-3,6
O=C(CN1CCNCC1)Nc1ccccc1Cl,0.5,1,-0.6,1.1,10,111,2,1,5
CC(=O)Nc1ccc(S(=O)(=O)NCC(C)NS(=O)(=O)c2ccc(NC(C)=O)cc2)cc1 (configuration not stated),-0.6,1,-0.2,1,-12,172,-3,-2,-3
CN=c1scc(C)n1/N=C/c1ccc(O)cc1,-0.1,1.1,-0.8,1.1,0,92,6,0,-15
COc1ccc2[nH]c3ccccc3c2c1,-0.4,0.97,-0.4,1.4,8,91,-11,-1,-14
CCOc1ccc(NC(=O)CSC(N)=O)cc1,2.0,0.97,0.5,0.93,1,108,-1,1,-14
CCc1ccccc1NC(=O)CSc1ncn[nH]1,0.8,0.99,0.0,1,-5,122,1,-7,-8
CC(=O)Nc1cccc(NC(=O)CCCC(=O)O)c1,28*,1,-1.2,1.1,-21,98,4,5,4
CCn1c(=O)c(C(=O)CN2CC(C)OC(C)C2)c(N)n(Cc2ccccc2)c1=O (configuration not stated),2.5,1,17,1.1,-22,93,6,4,1
CC1(C)C2CCC1(C)C(NC1=NCCC1)C2 (configuration not stated),-0.2,1,0.8,1.1,-5,91,0,-7,3
CCOC(=O)c1ccccc1NC(=O)Cn1cnc2c1c(=O)n(C)c(=O)n2C,0.1,1,-0.1,1,-21,107,2,-2,-4
O=C(c1ccc2c(c1)OCO2)N1CCN=C1SCc1cccnc1,0.1,1,-1.0,1.1,3,102,5,1,4
O=C(Cc1ccccc1)Nc1cccc(-c2nnc(-c3ccco3)o2)c1,0.9,1,0.9,1.2,3,136,-95[fluorescence artefact?],.,-7
CC(C)C(C(=O)NCC1CCCO1)N(Cc1ccco1)C(=O)CNS(=O)(=O)c1ccc(F)cc1 (configuration not stated),0.1,1,-0.3,1,20,101,3,-7,8
O=c1cc(O)c2c(=O)n3c4c(cccc4c2o1)CCC3,0.2,1.1,-1.4,1.5,6,92,1,5,-5
CCCS(=O)(=O)NCCc1cc2ccc(C)cc2[nH]c1=O,-0.1,1.1,-1.1,1.3,-8,92,4,0,12
CCCN=Cc1sc2ccc(OCC)cc2c1O,35*,1.1,-2.1,1.3,-5,101,-10,26,9
O=C(NCC1CCCO1)c1ccc(CS(=O)(=O)Cc2ccc(F)cc2)o1 (configuration not stated),-0.5,0.99,-1.3,1.1,-8,86,0,-4,0
CCCCC(=O)Nc1ccc(NC(=O)CC)cc1OC,0.4,1,-0.4,1.1,-12,83,-2,-4,-7
O=c1cc(-c2ccccc2)[nH]n1-c1nc2ccccc2[nH]1,0.3,0.99,-0.6,1.4,-31,80,-14,-2,-3
CCOc1cc(C2NC(=O)NC(O)(C(F)(F)F)C2C(=O)c2ccc(Cl)cc2)ccc1O (configuration not stated),-0.2,1,0.0,1.1,8,84,-1,-7,-13
COc1ccc(NC(=O)CNS(=O)(=O)c2ccc3nc(C)sc3c2)c(OC)c1,-0.1,0.99,-0.2,1.2,-4,141,0,-12,-5
COc1ccc(N(CC(=O)Nc2ccc(S(=O)(=O)N3CCCC3)cc2)S(C)(=O)=O)cc1OC,0.0,1.1,0.3,1.1,-21,94,0,-3,2
O=C(NCCN1CCN(c2ccccc2)CC1)C1(S(=O)(=O)c2ccc(Cl)cc2)CC1,1.3,1,0.1,1.1,9,60,-3,0,-4
CC(NS(=O)(=O)c1ccc(Br)cc1)C(N)=O (configuration not stated),-0.7,1.1,0.0,1.1,-40,93,-4,6,-7
CC(=O)c1sc(NC(=O)CN2C(=O)CCC2=O)nc1C,-1.2,1.1,-0.4,1.1,-14,111,3,3,-3
COc1ccc(C2C(C(=O)N3CCN(c4ccccc4F)CC3)c3ccccc3C(=O)N2C)cc1 (configuration not stated),-0.1,1.1,.,1.1,.,304,7,-5,2
O=C(Nc1cccc(Cl)c1)N(Cc1nc2ccccc2c(=O)[nH]1)C1CCCC1,-1.3,1,-0.4,1.2,-3,83,3,4,0
COc1cc(C2CC(=O)c3cnc(NC(=O)COc4ccccc4)nc3C2)cc(OC)c1OC (configuration not stated),0.0,1,-1.2,1.1,-2,155,5,1,3
CC(=O)c1cccc(NC(=O)C=C(C)C)c1,-1.0,1.1,-0.9,1.2,0,91,-6,18,11
CC(=O)c1ccc(OCC(O)Cn2nnc3ccccc32)cc1 (configuration not stated),1.2,1,-1.5,1.1,-6,110,6,10,5
COc1ccc(NC(=O)NCCCN2CCc3ccccc3C2)cc1,1.4,0.99,-0.4,1.1,5,98,-1,-2,5
COc1ccccc1N1CCN(C(CNS(=O)(=O)c2cc(F)ccc2F)c2cccnc2)CC1 (configuration not stated),0.1,1,.,1.1,.,56,3,18,-5
Cn1c(=O)c(C#N)c(-c2ccccc2)n2cnnc12,0.4,1,-1.0,1.1,-15,76,2,-6,-1
COc1cc2c(cc1OC)-c1cc(N3CCCc4ccccc43)nc(=O)n1CC2,2.3,1.2,1.9,1.1,-25,125,-2,13,64*
Cc1ccc(C2NC(=O)NC(O)(C(F)(F)F)C2C(=O)c2cccs2)o1 (configuration not stated),-0.8,0.99,-1.1,1,5,116,0,9,9
CC(C)CCSc1nc(N2CCOCC2)c2c(c1C#N)CC(C)(C)OC2,0.1,1,-2.0,1.2,-8,116,6,-24,1
COc1ccccc1NC(=O)COC(=O)c1ccc(S(=O)(=O)NCc2ccco2)cc1,3.4,1,-0.8,1,-27,106,-2,-11,-1
CC(C)CC(c1nnnn1Cc1ccco1)N1CCN(C2CCCC2)CC1 (configuration not stated),-0.1,1,-1.6,1,-5,86,2,39,0
O=C(Nc1ccc(N2CCOCC2)cc1)C1CCCN(S(=O)(=O)c2ccccc2)C1 (configuration not stated),-1.1,1,-0.8,1.1,-3,69,-2,-2,-3
Cc1cc(C)cc(N(C(C)C(=O)N2CCCCC2)S(C)(=O)=O)c1 (configuration not stated),-0.4,0.99,-0.6,1,-13,74,0,-4,-8
CCOc1ncccc1C(=O)OCc1cn2cc(Cl)ccc2n1,-1.1,1,0.2,1.1,-55,91,-3,-15,7
CCOc1ccccc1N1C(=O)c2ccc(C(=O)Nc3cccnc3)cc2C1=O,0.0,1,0.5,1,-4,87,-2,6,-6
CC1(C)N=C(c2ccc(Cl)cc2Cl)C(=O)N1,-1.1,1,-0.3,1.1,1,112,0,-5,-10
O=C1SC(c2ccccc2)=C/C1=C\N1CCCCC1,-0.6,1.1,-0.9,1.1,16,74,2,13,24
CC(=O)Nc1ccc(S(=O)(=O)N2CCN(C(=O)Cc3ccccc3)CC2)cc1,0.3,1.1,-0.5,1.1,.,78,4,16,11
O=C(c1ccccc1)c1ccc(C(=O)N2CCOCC2)cc1,0.0,1,-1.0,1.1,-13,110,3,-6,-3
COc1ccc(NC2c3ccccc3C(=O)N2Cc2ccco2)cc1OC (configuration not stated),0.3,1,-1.6,1,-2,83,2,1,4
O=C(Cn1c(C2CC2)nc2ccccc2c1=O)Nc1ccc(Br)cc1,-0.6,0.97,-1.2,1,10,124,7,5,14

# Looked up by compound from the entries so far:
SMILES,5HT1E ag,Abs 340nm,S1P3 agonist,Autofluor 339,S1P1 ag-PAM,HER2 expr 66K,MMP13 inh,5-HT1A blocker,5HT1E antag
O=C(Nc1ccc(N2CCOCC2)cc1)C1CCCN(S(=O)(=O)c2ccccc2)C1 (configuration not stated),-1.1,1,-0.8,1.1,-3,69,-2,-2,-3
CC(=O)c1sc(NC(=O)CN2C(=O)CCC2=O)nc1C,-1.2,1.1,-0.4,1.1,-14,111,3,3,-3
CCCS(=O)(=O)NCCc1cc2ccc(C)cc2[nH]c1=O,-0.1,1.1,-1.1,1.3,-8,92,4,0,12
O=C(Nc1cccc(Cl)c1)N(Cc1nc2ccccc2c(=O)[nH]1)C1CCCC1,-1.3,1,-0.4,1.2,-3,83,3,4,0

# Other results
SMILES,5HT1E ag,Abs 340nm,S1P3 agonist,Autofluor 339,S1P1 ag-PAM,HER2 expr 66K,MMP13 inh,5-HT1A blocker,5HT1E antag
O=C(c1ccco1)N1CCN(c2ncnc3c2[nH]c2ccc(Br)cc23)CC1,0.1,1.1,-0.1,1.7,83,51,-10,-16,17
Cc1nccn1-c1c2c(c(C#N)c3nc4ccccc4n13)CCC2,0.6,1.1,-0.4,1.2,.,78,-2,-9,7
CCN(CC)c1ccc(C2Nc3cccc4cccc(c34)N2)c(O)c1,-1.7,1.2,-0.8,1.3,2,59,-1,.,32*
CC(=O)Nc1nc(-c2ccccc2)nc(-c2ccccc2OC(C)=O)n1,1.3,1.1,-1.2,1.1,-23,63,0,10,-5
C=CCn1c(SCC(=O)Nc2ccc(C(=O)OC(C)C)cc2)nnc1-c1cccs1,0.1,1,0.7,1,-6,136,-1,-17,-8
COc1ccccc1N(CC(N)=O)S(=O)(=O)c1ccc(C)cc1,0.8,1,-1.1,1,.,78,-2,6,5
CCc1ccc(Nc2oc(C)cc(=O)c2C(C)=O)cc1,-0.6,1.1,-0.5,1.1,12,76,1,1,-5
CCOc1ccc2nc(SC(C)C(N)=O)[nH]c2c1 (configuration not stated),0.1,0.99,0.3,1.1,-6,80,-3,-10,3
Cc1ccc(CC2CC(=O)N(c3ccc4c(c3)OCCO4)C2=O)cc1 (configuration not stated),0.1,1,-3.8,1.1,18,127,-9,.,3
Cc1ccc(Cn2c(CN3CC(C)OC(C)C3)nc3c2c(=O)n(C)c(=O)n3C)cc1 (configuration not stated),1.2,1.1,-1.4,1.1,-16,98,-1,-5,-3
O=C(Nc1ccc(F)cc1F)c1noc2c1CCC2,0.2,1,-0.1,1.1,21,93,0,-12,-6
Cc1cc(C)nc(NS(=O)(=O)c2ccc(Br)cc2)n1,0.5,1,-0.9,1.1,15,121,1,-1,5
Cc1ccc(-c2csc(NC(=O)CSc3ncn(-c4ccccc4)n3)n2)cc1,0.5,1.1,-1.0,1.1,9,111,-5,11,-3
COC(=O)c1cc(CSc2nnc(NC3CCCCC3)s2)oc1C,0.1,1,-1.4,1.1,21,124,2,42,9
c1ccn2c(Cc3nnc4ccccn34)nnc2c1,-0.5,1,-1.0,1.1,-11,114,0,1,2
O=C(CN1CCN(c2ccccn2)CC1)N1c2ccccc2CCc2ccccc21,1.3,1,-0.7,1.1,0,94,1,-2,-9
CCCn1c(=O)c2ccccc2n2c(SCC(=O)NCc3cccs3)nnc12,0.8,1,-0.6,1.1,11,93,-1,14,6
CCOc1ccc(C(=O)Nc2nnn(CC)n2)cc1,0.0,1,0.4,1,-3,98,7,-9,-2
CCOc1ccccc1Nc1nc(N)nc(CSc2nncn2C)n1,-0.1,1.1,-0.5,1.1,-3,89,8,-22,-9
Cc1cnc(NC(=O)CSc2nnc(-c3ccncc3)n2C2CCCCC2)s1,1.3,1,-1.2,1.1,8,91,0,-9,5
CN(Cc1ccccc1)Cc1nc2c(c(=O)n(C)c(=O)n2C)n1Cc1ccc(Cl)cc1,1.2,0.98,-0.6,1,1,99,1,-2,16
